Screening data as filed in PubChem BioAssay.
IMPase Li inh – membrane-permeable IMPase blocker, potentiated with lithium; CHO-M1 cells, IP1 TR-FRET (IP-One), carbachol + lithium; Potency, µM (highest dose often 59.4 µM), inactives show top-dose activity, negative = IMPase inhibition, hits mostly inhibitors; actives 0.35% (n = 210,000); AID 1457;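 note: IP1 builds up when IMPase is blocked and the TR-FRET signal falls; potency is the fitted concentration of half-maximal effect; plate controls were basal vehicle for no effect and high inhibitor control for full effect; nearly all actives have a fitted effect of over 50% in size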
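Readout is a homogeneous TR-FRET IP1 immunoassay (Ex 320, Em 665 and 620), where raised cytosolic IP1 lowers signal. Cells were CHO-M1 treated 30 min at 37C with test compounds plus a little lithium; AC50 values came from Hill-equation fitting.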
GLA spleen mod – inhibitors or activators of human alpha-galactosidase in spleen homogenate | P06280 | human spleen homogenate, 4MU-alpha-Gal fluorescence, 40 min | Potency, µM (top dose mostly 80 µM), without a hit: top-dose activity change, negative = inhibition, actives largely listed as inhibitors | actives 0.008% (n = 240,000) | AID 2107;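 note: potency is the fitted concentration of half-maximal effect; 0% = enzyme with vehicle and -100% = no enzyme basal signal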
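Human spleen homogenate (1 ug) as enzyme source, 4-methylumbelliferyl-alpha-D-galactopyranoside 1 mM final, citrate/phosphate pH 5.0 with 0.01% Tween-20. Compounds 40 min at 37C, NaOH/glycine stop; fluorescence Ex 365/Em 440, Hill-fit AC50.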
Epigenetic reg – regulators of epigenetic silencing causing reporter derepression in mouse cells. murine LDR cells, GFP reporter derepression, 30 h. Potency, µM (top dose mostly 53.9 µM), inactives show top-dose GFP activation, usual class: activators. actives 0.2% (n = 280,000); note: potency is the fitted concentration of half-maximal effect; % of control where 0% means no effect; nearly all actives have a fitted effect of over 60% in size
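Murine LDR cells bearing a silenced CMV-driven GFP reporter were exposed to compound for 30 h at 37 C. After PBS washes, GFP-positive cells (20-120 um objects) counted by laser-scanning microplate cytometry.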
KinaseGlo FLuc – counter-screen: inhibitors of Kinase-Glo firefly luciferase | actives 0.28% (n = 200,000) | Q27757 | AID 1379 | Kinase-Glo luciferase, ATP luminescence, 8 min | Potency, µM (doses to about 38.3 µM), without a hit: at the highest dose activity change, negative = inhibition, most hits filed as inhibitors; note: potency is the fitted concentration of half-maximal effect; % is set by controls: 0 for no effect and ±100 for the full control effect; nearly all actives have a fitted effect of over 60% in size
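Luminescence was the read-out, taken after 8-minute incubation at ambient temperature. Luciferase turned over luciferin with 10 uM ATP in imidazole pH 7.2 buffer containing KCl, MgCl2, Tween 20 and BSA.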
LMNA splice mod – changes lamin A minigene splicing in HeLa cells | HeLa LMNA splicing GFP/RFP minigene ratio, 48 h | actives 0.01% (n = 200,000) | Potency, µM (doses to about 46.1 µM), inactives show at the highest dose ratio change, negative = inhibition, most hits filed as inhibitors | AID 1487; active = well fitted inhibition curve with a large enough effect in the signal ratio, with a control signal flat, not every such curve was filed as active; inconclusive = small, poorly fitted or top-dose-only effect, or effect the other way, or a change in a side signal; the % refers to the signal ratio; note: potency is the fitted concentration of half-maximal effect; % is set by controls: 0 for no effect and ±100 for the full control effect
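S3 HeLa cells stably expressing lamin A-EGFP splicing minigene plus DsRed2, 600 cells/well, 48 h compound exposure at 37C. Laser-scanning cytometry; analysed as GFP (500-530 nm)/RFP (575-640 nm) total intensity ratio; 0.5% DMSO vehicle.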
CBFb-RUNX1 inh – blocks binding between human CBF-beta and RUNX1; Q01196+Q13951; 230,000 tested, under 10 active; Potency, µM (series often up to 59.8 µM), for the others: at the top dose activity, negative = inhibition, most hits filed as inhibitors; AlphaScreen CBFb-His/RUNX1-biotin binding, biochemical; note: % of control where 0% means no effect
Target sequence (Q01196 whole entry, looked up): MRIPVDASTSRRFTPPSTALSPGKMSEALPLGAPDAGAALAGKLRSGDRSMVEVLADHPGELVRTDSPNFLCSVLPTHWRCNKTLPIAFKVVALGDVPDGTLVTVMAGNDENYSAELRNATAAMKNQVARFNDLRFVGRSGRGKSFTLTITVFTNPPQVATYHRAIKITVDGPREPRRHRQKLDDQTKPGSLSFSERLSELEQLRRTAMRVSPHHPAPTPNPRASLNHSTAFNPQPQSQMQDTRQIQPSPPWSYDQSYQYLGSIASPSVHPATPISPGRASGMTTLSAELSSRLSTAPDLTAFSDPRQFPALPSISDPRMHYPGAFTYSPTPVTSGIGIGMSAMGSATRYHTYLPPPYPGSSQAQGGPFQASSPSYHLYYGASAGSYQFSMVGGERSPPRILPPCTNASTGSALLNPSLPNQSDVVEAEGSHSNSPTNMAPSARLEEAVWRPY
Target sequence (Q13951 whole entry, looked up): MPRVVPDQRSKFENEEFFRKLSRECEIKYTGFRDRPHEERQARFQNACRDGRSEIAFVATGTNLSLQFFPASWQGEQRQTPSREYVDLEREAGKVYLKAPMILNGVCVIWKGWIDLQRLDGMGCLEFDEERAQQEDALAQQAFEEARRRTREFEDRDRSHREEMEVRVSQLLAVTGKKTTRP
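CBF-beta (His) and RUNX1 (biotin), 30 nM each; 20 min preassociation; + compound, 15 min; + beads 50 ng each (Ni, streptavidin), 90 min; RT; AlphaScreen read.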
NPSR antag – antagonists of human neuropeptide S receptor cAMP signaling. CHO-NPSR cells, cAMP TR-FRET, antagonist mode. Potency, µM (top dose mostly 38.3 µM), without a hit: at the top dose activity change, negative = inhibition, usual class: inhibitors. actives 1% (n = 220,000). AID 1461; note: potency is the fitted concentration of half-maximal effect; % is set by controls: 0 for no effect and ±100 for the full control effect; nearly all actives have a fitted effect of over 50% in size; many of its hits are not listed in these tables
Target sequence (Q6W5P4 whole entry, looked up): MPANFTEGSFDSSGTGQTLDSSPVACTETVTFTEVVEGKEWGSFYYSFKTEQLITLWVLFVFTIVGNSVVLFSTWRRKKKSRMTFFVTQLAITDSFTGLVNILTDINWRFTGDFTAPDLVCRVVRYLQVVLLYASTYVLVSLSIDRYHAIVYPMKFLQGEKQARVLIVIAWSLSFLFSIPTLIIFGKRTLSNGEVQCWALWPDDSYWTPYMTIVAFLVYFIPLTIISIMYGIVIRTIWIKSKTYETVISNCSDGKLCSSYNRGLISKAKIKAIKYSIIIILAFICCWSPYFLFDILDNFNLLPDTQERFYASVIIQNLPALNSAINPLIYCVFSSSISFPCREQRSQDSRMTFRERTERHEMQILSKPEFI
Starred values were filed as active, the others as inactive; ? = inconclusive; . = not tested or not shown; & = joins results of further samples; [ ] = remark or other dose. Unless noted, calls come from the whole dose curve; as a rule, active = well fitted curve in the direction sought with a large enough effect; inconclusive = small, poorly fitted or top-dose-only effect, or another doubt; inactive = no such curve, though single readings can be large; an effect the other way counts as inactive or inconclusive.

SMILES	IMPase Li inh	GLA spleen mod	Epigenetic reg	KinaseGlo FLuc	LMNA splice mod	CBFb-RUNX1 inh	NPSR antag
CCOC(=O)c1cc(-c2ccc(C)cc2)n(CCC(=O)NCCCOC)c1C	25%[38.3 µM]	-3%	-1.0%	-5%	5%	2%	-7%[46.1 µM]
N#Cc1nc(-c2ccccc2Cl)oc1N1CCCCC1	-8%[38.3 µM]	-6%	-2.4%	14%	5%	?	-18%[46.1 µM]
c1ccc(-c2nn[nH]n2)cc1	.	8%	1.1%	.	.	14%	12%
COc1cccc([C@@H]2Oc3ccc(Br)cc3C[C@H]2OC(=O)Nc2ccc(C)c(Br)c2)c1	28%	5%	-1.1%	-1%	.	-16%	.
CC(C)n1cc(/C=C2/NC(=O)N(c3cccc(Cl)c3)C2=O)c2ccccc21	-1%	-3%	?	1%	?	-1%	-11%[46.1 µM]
CC(=O)c1cc(F)c(N2CCN(C(=O)C(C)(C)C)CC2)cc1C	-6%[38.3 µM]	0%	0.1%	2%	-2%	-2%	-25%[46.1 µM]
N#CCSc1nc2cc(C(=O)N3CCC(C(N)=O)CC3)ccc2c2nc3ccccc3n12	15%[38.3 µM]	8%	3.6%	1%	?	-12%	-8%[46.1 µM]
COC(=O)[C@@]1(Cc2ccc(F)cc2)[C@H]2c3cc(C(=O)N4CCCC4)n(Cc4ccc(C)c(F)c4F)c3C[C@H]2CN1C(=O)c1ccccc1	11%	3%	1.1%	-2%	.	3%	.
CCN(CC)c1nc2cc(OC)ccc2cc1C#N	22%[38.3 µM]	-6%	7.9%	2%	-2%	?	-2%[46.1 µM]
Cc1cccc(NC(=S)NNC(=O)CC(C)O)c1C (stereo not given)	0%[38.3 µM]	-15%	-2.3%	-1%	0%	2%	0%[46.1 µM]
O=C1OC(Cc2ccccn2)C(O)=C1C1=NCCCN1 (stereo not given)	-2%	7%	-1.9%	0%	-2%	-3%	13%
Cc1ccc(Nc2c(N)c(=O)oc3ccccc23)cc1	15%	-7%	4.0%	1%	?	-10%	-3%[46.1 µM]
CC(C)(C)NC(=O)NC(=O)CSc1nncs1	6%	0%	0.9%	2%	.	1%	-2%
CCCCNC(=O)c1cc2c(-c3ccc(Cl)cc3)nn(C)c2s1	-1%[38.3 µM]	7%	0.8%	-2%	0%	1%	-24%[46.1 µM]
CCOc1ccc(NC(=O)CN2CCC(NC(=O)C3CCCCC3)CC2)cc1	1%[38.3 µM]	-11%	1.4%	-2%	-3%	-1%	?

Gathered by group: the compounds so far with a cyano group
SMILES	IMPase Li inh	GLA spleen mod	Epigenetic reg	KinaseGlo FLuc	LMNA splice mod	CBFb-RUNX1 inh	NPSR antag
N#Cc1nc(-c2ccccc2Cl)oc1N1CCCCC1	-8%[38.3 µM]	-6%	-2.4%	14%	5%	?	-18%[46.1 µM]
N#CCSc1nc2cc(C(=O)N3CCC(C(N)=O)CC3)ccc2c2nc3ccccc3n12	15%[38.3 µM]	8%	3.6%	1%	?	-12%	-8%[46.1 µM]
CCN(CC)c1nc2cc(OC)ccc2cc1C#N	22%[38.3 µM]	-6%	7.9%	2%	-2%	?	-2%[46.1 µM]

Other structures
SMILES	IMPase Li inh	GLA spleen mod	Epigenetic reg	KinaseGlo FLuc	LMNA splice mod	CBFb-RUNX1 inh	NPSR antag
CCOC(=O)C1=NN(c2ccccc2)C(=O)/C1=C\c1ccc(N(C)C)cc1	13%	-16%	-1.1%	-19%	-6%	-6%	-29%[46.1 µM]
CN1CCN(C(=O)c2cc(S(=O)(=O)Nc3ccccc3F)c(Cl)cc2Cl)CC1	.	-10%	0.0%	.	5%[46 µM]	5%	17%
O=C(NCCc1nnc2ccc(NCC3CCCO3)nn12)c1ccccc1 (stereo not given)	7%	-3%	-1.2%	3%	.	3%	10%
CCCCOCCCNC(=O)c1ccc([N+](=O)[O-])c(C)c1	5%	5%	10%	-1%	?	1%	1%
CN(C)/C=N/c1sc2c(c1C#N)CC(C)(C)NC2(C)C	-5%	3%	-1.2%	-3%	-8%	1%	-5%[46.1 µM]
CCN(CC)c1ccc(NC(=O)CSc2nnc3nc(C)cc(C)n23)cc1	31%[activator][38.3 µM]	9%	-0.5%	-6%	-1%	-12%	?
CCCCc1c(O)nc(SCC(=O)NCCc2ccc(OC)c(OC)c2)[nH]c1=O	-16%[38.3 µM]	-16%	2.1%	1%	-2%	2%	10%[46.1 µM]
O=C1S/C(=C\c2ccc(N3CCOCC3)o2)C(=O)N1c1ccccc1	19%	1%	14µM*	-4%	.	-11%	-40%
CS(=O)(=O)N1CCC(C(=O)N2CCN(c3cccc(Cl)c3)CC2)CC1	-2%	-1%	4.8%	-2%	.	1%	-2%
COC(=O)[C@@H](NC(=O)NCc1cccc(OC)c1)C(C)C	8%[38.3 µM]	4%	-10%	6%	8%	0%	3%[46.1 µM]
CCN(CC)Cc1csc(C(N)=O)c1	10%[38.3 µM]	0%	-0.2%	-3%	0%	16%	-11%[46.1 µM]
COc1ccc(CN2C3CCCC2CC(NC(=O)Nc2ccccc2C)C3)cc1 (stereo not given)	15%	6%	-0.8%	3%	-14%	-1%	5%[46.1 µM]
COc1ccc2c(c1)c(C(=O)O)c(C)n2-c1ccccc1	.	4%	0.0%	.	.	4%	7%[7.67 µM]
Cc1ccc(S(=O)(=O)N(C)CC(=O)NC2CCCC2)cc1	-1%[38.3 µM]	0%	0.0%	-1%	6%	11%	-4%[46.1 µM]
Cc1nc(C)c(NC(=O)N2CCc3ccccc32)cc1NC(=O)N1CCc2ccccc21	29%[38.3 µM]	12%	-1.0%	-4%	3%	1%	-16%[46.1 µM]

The closing two entries of the part before are carried over, then new ones follow.
SMILES	IMPase Li inh	GLA spleen mod	Epigenetic reg	KinaseGlo FLuc	LMNA splice mod	CBFb-RUNX1 inh	NPSR antag
Cc1ccc(S(=O)(=O)N(C)CC(=O)NC2CCCC2)cc1	-1%[38.3 µM]	0%	0.0%	-1%	6%	11%	-4%[46.1 µM]
Cc1nc(C)c(NC(=O)N2CCc3ccccc32)cc1NC(=O)N1CCc2ccccc21	29%[38.3 µM]	12%	-1.0%	-4%	3%	1%	-16%[46.1 µM]
C=CCn1c(O)c(CN2CCN(Cc3ccccc3)CC2)c(C)c(C#N)c1=O	19%[38.3 µM]	0%	0.0%	-4%	12%	-2%	10%[46.1 µM]
CCc1ccc(C2=NN(CCC(=O)NCc3cccs3)C(=O)CC2)cc1	6%	-10%	0.9%	0%	.	2%	3%
CCOC(=O)N1CCN(C(=O)Cn2cc3c(n2)CCCC3)CC1	9%[38.3 µM]	-1%	0.0%	1%	-4%	6%	-8%[46.1 µM]
CC(=O)Nc1ccc(NS(=O)(=O)c2cc([N+](=O)[O-])ccc2C)cc1	-3%	0%	-5.5%	-1%	.	12%	-6%
CCCCc1c(C)nc2cc(-c3ccco3)[nH]n2c1=O	.	2%	2.0%	.	.	1%	8%
O=C(Nc1cccc(S(=O)(=O)N2CCCCCC2)c1)c1cc(=O)c2ccccc2o1	21%	-10%	-5.1%	4%	-26%[46 µM]	2%	-42%
Cc1nnc(NC(=O)CN2C(=O)c3ccccc3S2(=O)=O)s1	1%[38.3 µM]	-19%	-0.3%	-3%	13%	-1%	-7%[46.1 µM]
CC(C)CC(=O)Nc1ccccc1-c1nnn(CC(=O)N2CCc3ccccc3C2)n1	-3%[38.3 µM]	-10%	0.0%	-1%	-7%	1%	-25%[46.1 µM]
CCN(CC)C(=O)C12CC3CC(CC(Br)(C3)C1)C2	-3%	0%	-0.2%	.	.	10%	-6%
COC(=O)C1(C(=O)OC)C/C=C\C/C=C\c2ccccc2[C@@H]1C[N+](=O)[O-]	11%&7%	-8%&-11%	-1.1%&3.4%	0%&-6%	.	-28%&14%	.
C/C(=N\OC(=O)Nc1ccc(Cl)cc1)c1ncc(C(F)(F)F)cc1N1CCOCC1	18%[38.3 µM]	0%	8.6%	-3%	0%	0%	-12%[46.1 µM]
CC(C)Oc1ccc(C(=O)Nc2ccc(C(F)(F)F)n(C)c2=O)cc1	-3%	0%	0.0%	3%	-7%	1%	-7%[46.1 µM]
CN(CCCNC(=O)c1ccc(N2CCCC2=O)cc1)c1ccccc1	13%	-29%	-1.1%	0%	-19%	-6%	11%
Cc1cccnc1CCNC(=O)CCc1nnc(CCc2ccccc2)o1	12%	-3%	1.2%	2%	.	7%	-1%
Cc1ccc2nsnc2c1N	0%	2%	0.1%	-1%	3%[46 µM]	4%	11%
Cc1cc(C)cc(-n2nnnc2SCC(=O)Nc2nc(-c3ccc(Cl)cc3)cs2)c1	-6%[38.3 µM]	-1%	1.2%	0%	?	0%	-9%[46.1 µM]
O=C(Nc1ccccc1)Nc1ccccn1	32%[38.3 µM]	1%&5%	-2.1%&-2.0%	-3%	6%	2%&0%	1%[46.1 µM]
Cc1noc(C)c1COC(=O)CCc1nc2ccccc2s1	-3%[38.3 µM]	?	0.0%	-1%	5%	3%	-5%[46.1 µM]

3 structures out of the list, ordered by SMILES length, descending.
SMILES	IMPase Li inh	GLA spleen mod	Epigenetic reg	KinaseGlo FLuc	LMNA splice mod	CBFb-RUNX1 inh	NPSR antag
Cc1nnc(NC(=O)CN2C(=O)c3ccccc3S2(=O)=O)s1	1%[38.3 µM]	-19%	-0.3%	-3%	13%	-1%	-7%[46.1 µM]
Cc1noc(C)c1COC(=O)CCc1nc2ccccc2s1	-3%[38.3 µM]	?	0.0%	-1%	5%	3%	-5%[46.1 µM]
Cc1ccc2nsnc2c1N	0%	2%	0.1%	-1%	3%[46 µM]	4%	11%

Not all compounds are listed, so the mix of outcomes need not match the whole.
